Screening data as filed in PubChem.
GAA inh = qHTS Assay for Inhibitors of Human alpha-Glucosidase as a Potential Chaperone Treatment of Pompe Disease; Lysosomal alpha-glucosidase (Homo sapiens), P10253; purified human GAA, 4-MU-alpha-glucoside fluorescence; Potency, µM (titrated, usually from 76.9 µM), without a hit: at the highest dose activity change, negative = inhibition, actives largely listed as inhibitors; 200,000 tested, 0.005% active; AID 1466, 2008;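 further: plate controls were uninhibited enzyme wells for no effect and no-enzyme background for full effect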
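Endpoint fluorogenic read: 20 min room-temperature reaction of 4 nM human alpha-glucosidase with 400 uM 4-methylumbelliferyl-alpha-D-pyranoside, pH 5.0, quenched with 1M NaOH/1M glycine pH 10. AC50 from Hill modeling.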
Epigenetic derep = Quantitative High-Throughput Screen for Regulators of Epigenetic Control | murine LDR cells, GFP reporter derepression, 30 h | Potency, µM (top dose mostly 53.9 µM), without a hit: at the top dose GFP activation, actives largely listed as activators | 280,000 tested, 0.2% active; further: % of control where 0% means no effect; nearly all actives have a fitted effect of over 60% in size
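Readout is the number of GFP-expressing murine LDR cells, counted by cytometry following washing. Cells were treated with compound for 30 h at 37 C; the stably integrated CMV-GFP locus is normally silent.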
ALDH1A1 inh = qHTS Assay for Inhibitors of Aldehyde Dehydrogenase 1 (ALDH1A1); AID 1030, 2008; Potency, µM (highest dose often 75.3 µM), inactives show top-dose activity, negative = inhibition, usual class: inhibitors; 220,000 tested, 7.3% active; Aldehyde dehydrogenase 1A1 (Homo sapiens), P00352; Purified ALDH1A1, NADH fluorescence, propionaldehyde substrate; active means well fitted inhibition curve with a large enough effect, not every such curve was filed as active; inconclusive means small, poorly fitted or top-dose-only effect, or another doubt; inactive means no such curve, though single readings can be large or run the other way;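 further: plate controls were no enzyme wells and a reference inhibitor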
GAA spleen mod = qHTS Assay for Inhibitors and Activators of Human alpha-Glucosidase From Spleen Homogenate. AID 2112, 2009. 240,000 tested, 0.006% active. human spleen homogenate, 4-MU-alpha-glucoside fluorescence. Lysosomal alpha-glucosidase (Homo sapiens), P10253. Potency, µM (series often up to 79.9 µM), inactives show at the top dose activity change, negative = inhibition, actives largely listed as inhibitors;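 further: 0% = enzyme with vehicle and -100% = no enzyme basal signal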
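AC50 values come from Hill-equation fits of concentration-response data, normalized to no-enzyme and full-activity controls. Enzyme source: 1 ug human spleen homogenate; 1 mM fluorogenic 4-MU glucoside, pH 5.0 citrate buffer, 37 C, 40 min.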
Tau fluor counter = Counterscreen qHTS for Inhibitors of Tau Fibril Formation, Fluorescence Polarization | tau K18 P301L Alexa594 fluorescence, heparin fibrillization | Potency, µM (highest dose often 57.7 µM), without a hit: at the highest dose activity change, negative = decrease | 280,000 tested, 0.93% active | AID 1463, 2008; further: on the % scale 0 is the no-effect control and ±100 the full control effect; nearly all actives have a fitted effect of over 55% in size
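Human tau K18 P301L (15 uM unlabeled, 0.24 uM Alexa 594-labeled) in 100 mM sodium acetate pH 7 with 20 uM heparin, 6 hr at 37 C. ThT 30 uM added, 1 hr ambient; Alexa 594 FP and total fluorescence read at 555/632 nm.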
GAA glycogen mod = qHTS Assay for Inhibitors and Activators of Human alpha-Glucosidase Cleavage of Glycogen | 300,000 tested, 0.38% active | recombinant GAA, glycogen substrate, Amplex Red glucose oxidase fluorescence | Lysosomal alpha-glucosidase (Homo sapiens), P10253 | AID 2100, 2009 | Potency, µM (highest dose often 76.4 µM), inactives show at the highest dose activity change, negative = inhibition, hits mostly inhibitors;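 further: 0% = full enzyme reaction and -100% = no-enzyme basal signal; the screen sought inhibitors and activators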
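Recombinant human alpha-glucosidase (4 nM final) hydrolysed bovine liver glycogen (30 ug) for 40 min at 37 C in pH 5.0 citrate/phosphate with 0.01% Tween-20. Released glucose detected by glucose oxidase/Amplex Red, Ex 573/Em 610 nm. Compounds up to 77 uM; AC50 from Hill fits.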
aGal spleen mod = qHTS Assay for Inhibitors and Activators of Human alpha-Galactosidase From Spleen Homogenate | Alpha-galactosidase A (Homo sapiens), P06280 | human spleen homogenate, 4MU-alpha-Gal fluorescence, 40 min | Potency, µM (top dose mostly 80 µM), for inactives: at the highest dose activity change, negative = inhibition, usual class: inhibitors | 240,000 tested, 0.008% active | AID 2107, 2009;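 further: 0% = enzyme with vehicle and -100% = no enzyme basal signal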
Target sequence (P06280 32-429 limits assumed): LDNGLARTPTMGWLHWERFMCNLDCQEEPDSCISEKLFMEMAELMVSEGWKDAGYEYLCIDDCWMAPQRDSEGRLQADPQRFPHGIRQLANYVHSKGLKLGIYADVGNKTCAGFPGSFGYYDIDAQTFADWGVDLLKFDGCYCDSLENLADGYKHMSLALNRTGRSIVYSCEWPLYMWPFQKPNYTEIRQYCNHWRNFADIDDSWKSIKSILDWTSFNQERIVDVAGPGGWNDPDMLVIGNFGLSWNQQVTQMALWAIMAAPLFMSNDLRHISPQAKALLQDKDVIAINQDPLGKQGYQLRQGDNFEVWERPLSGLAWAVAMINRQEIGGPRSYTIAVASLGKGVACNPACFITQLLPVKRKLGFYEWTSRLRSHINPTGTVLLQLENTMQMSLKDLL
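Human spleen homogenate (1 ug) was the enzyme source, with 4-methylumbelliferyl-alpha-D-galactopyranoside (1 mM final) in pH 5.0 citrate buffer with 0.01% Tween-20. Compounds were titrated; after 40 min at 37C, NaOH/glycine stop, 4-MU fluorescence read; AC50 from Hill fits.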
NPSR antag = qHTS Assay for Antagonists of the Neuropeptide S Receptor: cAMP Signal Transduction; Q6W5P4; CHO-NPSR cells, cAMP TR-FRET, antagonist mode; Potency, µM (highest dose often 38.3 µM), for the others: at the highest dose activity change, negative = inhibition, most hits filed as inhibitors; 220,000 tested, 1% active; further: on the % scale 0 is the no-effect control and ±100 the full control effect; nearly all actives have a fitted effect of over 50% in size; many of its hits are not listed in these tables
Target sequence (Q6W5P4 whole entry, looked up): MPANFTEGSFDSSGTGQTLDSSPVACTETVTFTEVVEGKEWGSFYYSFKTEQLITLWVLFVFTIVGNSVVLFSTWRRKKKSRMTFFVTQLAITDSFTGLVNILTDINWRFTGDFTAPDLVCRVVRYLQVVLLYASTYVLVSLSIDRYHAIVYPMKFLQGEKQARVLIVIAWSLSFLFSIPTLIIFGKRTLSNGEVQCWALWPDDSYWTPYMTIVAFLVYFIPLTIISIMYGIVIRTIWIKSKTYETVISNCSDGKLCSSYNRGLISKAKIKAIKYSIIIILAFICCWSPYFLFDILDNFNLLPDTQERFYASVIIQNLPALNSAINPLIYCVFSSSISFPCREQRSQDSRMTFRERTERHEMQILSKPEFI
* hit, by the source's call; & = joins results of further samples; [ ] = remark or other dose. Unless noted, the call rests on the fitted dose curve; in most records, active means well fitted curve in the direction sought with a large enough effect; inconclusive means small, poorly fitted or top-dose-only effect, or another doubt; inactive means no such curve, though single readings can be large; an effect the other way counts as inactive or inconclusive. Potency means the concentration at half of the fitted maximal effect. Not all compounds are listed. The share of hits here may be higher or lower than overall.

N#C/C(=C\c1ccc(Sc2ccccc2)o1)c1nc2ccccc2[nH]1 was read as GAA inh -4%, Epigenetic derep inconclusive, ALDH1A1 inh 5%, GAA spleen mod -6%, Tau fluor counter -27%, GAA glycogen mod -1%, aGal spleen mod -9% and NPSR antag -42%.
O=C(NCc1ccc(F)cc1)C1CC(=O)N(CCc2ccccc2)C1 (stereo unspecified) was read as GAA inh -3%, Epigenetic derep 0.3%, ALDH1A1 inh -3%, GAA spleen mod -1%, Tau fluor counter -6%, GAA glycogen mod 3%, aGal spleen mod 0% and NPSR antag -4%[46.1 µM].
Screening Cc1ccc(NC(=O)COc2ccccc2C(=O)NCCN(C)C)cc1 returned GAA inh -10%, Epigenetic derep 3.1%, ALDH1A1 inh inconclusive, GAA spleen mod -2%, Tau fluor counter -18%, GAA glycogen mod 8%, aGal spleen mod -1% and NPSR antag -14%.
For CCOc1ccccc1CNCCNC(=O)c1nonc1N the results were Epigenetic derep 0.0%&-1.0%, GAA spleen mod 2%, Tau fluor counter 1%&-3%, GAA glycogen mod 11%, aGal spleen mod 6% and NPSR antag 10%.
O=C1N(CCCN2C(=O)C3(OCCO3)c3ccccc32)c2ccccc2C12OCCO2 was read as GAA inh -8%, Epigenetic derep -1.0%, ALDH1A1 inh -11%, GAA spleen mod -9%, Tau fluor counter -10%, GAA glycogen mod -6%, aGal spleen mod -3% and NPSR antag -19%[46.1 µM].
C=CCNC(=O)C1CCN(c2cc(C)nc(-c3ccccc3)n2)CC1 was read as GAA inh 1%, Epigenetic derep -3.4%, ALDH1A1 inh -2%, GAA spleen mod 0%, Tau fluor counter 1%, GAA glycogen mod -2%, aGal spleen mod 3% and NPSR antag -2%.
`Cc1ccc(-c2nnc(SCC(=O)NNC(=O)COc3cccc4ccccc34)n2C)cc1` gave GAA inh inconclusive, Epigenetic derep -1.1%, ALDH1A1 inh 2%, GAA spleen mod -3%, Tau fluor counter 3%, GAA glycogen mod 12%, aGal spleen mod 6% and NPSR antag 22%.
`CCCCCCCN[C@H]1CCC[C@@H]1CCCCCCC(=O)O` gave Epigenetic derep -0.1%, ALDH1A1 inh -2%, GAA spleen mod 0%, Tau fluor counter -10% and aGal spleen mod 5%.
`O=C(CSc1nc(N2CCCCC2)nc(N2CCCCC2)n1)N1CCc2ccccc21` gave GAA inh -1%, Epigenetic derep 0.0%, ALDH1A1 inh -14%, GAA spleen mod 6%, Tau fluor counter 7%, GAA glycogen mod 0%, aGal spleen mod -1% and NPSR antag 1%[46.1 µM].
For O=C1c2ccccc2C(Nc2ccc3c(c2)OCO3)N1Cc1ccco1 (stereo unspecified) the results were GAA inh -1%, Epigenetic derep -1.0%, ALDH1A1 inh inconclusive, GAA spleen mod -3%, Tau fluor counter -21%, GAA glycogen mod -22%, aGal spleen mod 6% and NPSR antag -3%[46.1 µM].
Screening COc1cc(S(=O)(=O)N2CCOCC2)ccc1NC(=O)CSc1n[nH]c(=O)[nH]c1=O returned GAA inh -3%, Epigenetic derep -3.3%, ALDH1A1 inh 13%, GAA spleen mod -6%, Tau fluor counter 1%, GAA glycogen mod -14%, aGal spleen mod -4% and NPSR antag 4%.
`C/C(N)=C(/C#N)C(=O)COC(=O)CCCNC(=O)c1ccc(Cl)cc1` gave GAA inh -3%, Epigenetic derep 1.3%, ALDH1A1 inh 3%, GAA spleen mod -12%, Tau fluor counter -4%, GAA glycogen mod 4%, aGal spleen mod 10% and NPSR antag -4%.
`CC(Oc1ccc2c(=O)c(-c3ccc(Cl)cc3)c(C(F)(F)F)oc2c1)C(=O)O` (stereo unspecified) gave Epigenetic derep 2.6%, GAA spleen mod 0%, Tau fluor counter 0%, GAA glycogen mod -2%, aGal spleen mod -6% and NPSR antag 4%.
S=C(NCCC(c1ccccc1)c1ccccc1)Nc1ccc(Cl)cc1 was read as GAA inh -1%, Epigenetic derep -0.4%, ALDH1A1 inh -14%, GAA spleen mod 7%, Tau fluor counter 8.9µM*[quencher], GAA glycogen mod -15%, aGal spleen mod -1% and NPSR antag -30%[46.1 µM].
Screening O=C(CSc1ccc(Cl)cc1)Nc1ccc(N2CCN(C(=O)c3ccco3)CC2)cc1 returned GAA inh -7%, Epigenetic derep 1.8%, ALDH1A1 inh -1%, GAA spleen mod -8%, Tau fluor counter inconclusive, GAA glycogen mod -9%, aGal spleen mod -1% and NPSR antag -18%[46.1 µM].
CCn1c(SCC(=O)NC2CCCCC2)nnc1-c1cc2cccc(OC)c2o1 was read as GAA inh 7%, Epigenetic derep -2.0%, ALDH1A1 inh inconclusive, GAA spleen mod -1%, Tau fluor counter -11%, GAA glycogen mod 2%, aGal spleen mod 5% and NPSR antag -12%[46.1 µM].
`CC(C)CCNC(=O)NC(=O)CSc1nnc(-c2ccccc2Br)o1` gave GAA inh -4%, Epigenetic derep 0.0%, ALDH1A1 inh -16%, GAA spleen mod -10%, Tau fluor counter -29%, GAA glycogen mod -15%, aGal spleen mod -16% and NPSR antag -12%[46.1 µM].
`c1ccc(Cn2c(-c3ccco3)nc3nc4ccccc4nc32)cc1` gave GAA inh inconclusive, Epigenetic derep 2.0%, ALDH1A1 inh inconclusive, GAA spleen mod inconclusive, Tau fluor counter -5%, GAA glycogen mod 1%, aGal spleen mod inconclusive and NPSR antag -17%[46.1 µM].
`O=C(Cc1cccs1)Nc1nc(-c2ccccc2)cs1` gave GAA inh -4%, Epigenetic derep -1.4%, ALDH1A1 inh -7%, GAA spleen mod 1%, Tau fluor counter inconclusive, GAA glycogen mod 11%, aGal spleen mod 7% and NPSR antag -5%[46.1 µM].
For COC(=O)c1ccc(S(=O)(=O)N2CCN(C)CC2)n1C the results were Epigenetic derep -1.9%, GAA spleen mod -3%, Tau fluor counter 0%, GAA glycogen mod 1%, aGal spleen mod -3% and NPSR antag 14%.

3 entries drawn at random from those above:
S=C(NCCC(c1ccccc1)c1ccccc1)Nc1ccc(Cl)cc1 was read as GAA inh -1%, Epigenetic derep -0.4%, ALDH1A1 inh -14%, GAA spleen mod 7%, Tau fluor counter 8.9µM*[quencher], GAA glycogen mod -15%, aGal spleen mod -1% and NPSR antag -30%[46.1 µM].
Screening COc1cc(S(=O)(=O)N2CCOCC2)ccc1NC(=O)CSc1n[nH]c(=O)[nH]c1=O returned GAA inh -3%, Epigenetic derep -3.3%, ALDH1A1 inh 13%, GAA spleen mod -6%, Tau fluor counter 1%, GAA glycogen mod -14%, aGal spleen mod -4% and NPSR antag 4%.
O=C1N(CCCN2C(=O)C3(OCCO3)c3ccccc32)c2ccccc2C12OCCO2 was read as GAA inh -8%, Epigenetic derep -1.0%, ALDH1A1 inh -11%, GAA spleen mod -9%, Tau fluor counter -10%, GAA glycogen mod -6%, aGal spleen mod -3% and NPSR antag -19%[46.1 µM].

Continued.
Screening CN(C)c1ccc(N=Nc2ccccc2C(=O)OCC(=O)N(C)C2CCCCC2)cc1 returned GAA inh -5%, Epigenetic derep -1.1%, ALDH1A1 inh -14%, GAA spleen mod -17%, Tau fluor counter inconclusive, GAA glycogen mod -6%, aGal spleen mod -10% and NPSR antag -41%.
For Cc1ccc(CNC(=O)C2COc3ccccc3O2)cc1 (stereo unspecified) the results were GAA inh 7%, Epigenetic derep -4.2%, ALDH1A1 inh inconclusive, GAA spleen mod 6%, Tau fluor counter -9%, GAA glycogen mod -3%, aGal spleen mod 6% and NPSR antag 4%.
Screening CCP(=O)(c1ccccc1)C(C)(C)O (stereo unspecified) returned GAA inh inconclusive, Epigenetic derep 1.0%, ALDH1A1 inh 19%, GAA spleen mod -6%, Tau fluor counter -11%, GAA glycogen mod -2%, aGal spleen mod -5% and NPSR antag 0%[46.1 µM].
Nc1nc(-c2ccc3ccccc3c2)cs1 was read as GAA inh -2%, Epigenetic derep -0.4%, ALDH1A1 inh inconclusive, GAA spleen mod 3%, Tau fluor counter inconclusive, GAA glycogen mod -4%, aGal spleen mod -1% and NPSR antag -1%.
`Cc1ccc(C(=O)Nc2ccc3c(c2)OCO3)cc1S(=O)(=O)N1CCCCC1` gave GAA inh -4%, Epigenetic derep 0.0%, ALDH1A1 inh inconclusive, GAA spleen mod -24%, Tau fluor counter inconclusive, GAA glycogen mod 0%, aGal spleen mod 11% and NPSR antag -14%[46.1 µM].
For CCOc1cc(/C=C2/NC(=O)N(CC(=O)OC)C2=O)ccc1O the results were GAA inh -13%, Epigenetic derep 2.1%, ALDH1A1 inh inconclusive, GAA spleen mod -2%, Tau fluor counter -8%, GAA glycogen mod inconclusive, aGal spleen mod 0% and NPSR antag -34%.
Cc1c(CCC(C)C)c(=O)n2c([nH]c3ccccc32)c1C#N was read as GAA inh inconclusive, Epigenetic derep -0.8%, ALDH1A1 inh inconclusive, GAA spleen mod -6%, Tau fluor counter -30%, GAA glycogen mod 0%, aGal spleen mod -1% and NPSR antag -4%[46.1 µM].
C[n+]1ccc(/C=C/c2c[nH]c3ccccc23)cc1 was read as GAA inh 4%, Epigenetic derep 0.0%, ALDH1A1 inh 1%, GAA spleen mod -7%, Tau fluor counter -27%, GAA glycogen mod -5%, aGal spleen mod -3% and NPSR antag -52%.
For CSc1nc2ccc(NS(=O)(=O)c3ccc([N+](=O)[O-])cc3)cc2s1 the results were GAA inh 2%, Epigenetic derep -0.1%, ALDH1A1 inh 5%, GAA spleen mod 10%, Tau fluor counter inconclusive, GAA glycogen mod -6%, aGal spleen mod -1% and NPSR antag -2%.
For NC(=O)C1CCN(Cc2nc3c(Br)cc(Br)cc3c(=O)[nH]2)CC1 the results were GAA inh -8%, Epigenetic derep 13%, ALDH1A1 inh 4%, GAA spleen mod -6%, Tau fluor counter -2%, GAA glycogen mod 3%, aGal spleen mod -5% and NPSR antag -11%.
